# Screens deposited in PubChem by several laboratories.
# TNF death inh = TNF-alpha cell death inhibition in Jurkat FADD-/- cells; hit rate 0.068% among 220,000; AID 463075; activation (protection from cell death), % at 10 µM; Jurkat FADD-/- TNF necroptosis rescue, ATP luminescence, 24 h; 0 = TNF only, 100 = no-TNF cells;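 active = activation, meaning protection from cell death, of at least 50% relative to plate controls; inactive = activation below 50%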;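 note: necroptosis triggered by 40 ng/mL TNF-alpha added together with compound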
# FXIIa inh 1536 = factor XIIa (human) inhibition; AID 800; P00748; inhibition, % at 5 µM; purified FXIIa, Boc-QGR-AMC fluorogenic substrate, 2 h; hit rate 0.3% among 220,000; in the data active = inhibition above about 40%;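 note: 0% = enzyme with no compound and 100% = blank without enzyme; many of its hits are not listed in these tables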
# Target sequence (P00748 20-372 limits assumed): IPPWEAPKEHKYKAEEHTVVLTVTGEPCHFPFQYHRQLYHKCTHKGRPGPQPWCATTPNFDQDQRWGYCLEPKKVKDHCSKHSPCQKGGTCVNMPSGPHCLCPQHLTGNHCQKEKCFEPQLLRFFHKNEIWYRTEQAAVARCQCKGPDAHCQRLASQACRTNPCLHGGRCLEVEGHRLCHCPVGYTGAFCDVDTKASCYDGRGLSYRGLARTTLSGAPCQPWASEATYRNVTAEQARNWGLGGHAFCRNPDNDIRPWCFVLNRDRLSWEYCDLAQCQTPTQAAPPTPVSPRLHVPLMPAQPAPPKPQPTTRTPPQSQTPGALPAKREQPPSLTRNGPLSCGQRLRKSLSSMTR
# Target sequence (P00748 373-615 limits assumed): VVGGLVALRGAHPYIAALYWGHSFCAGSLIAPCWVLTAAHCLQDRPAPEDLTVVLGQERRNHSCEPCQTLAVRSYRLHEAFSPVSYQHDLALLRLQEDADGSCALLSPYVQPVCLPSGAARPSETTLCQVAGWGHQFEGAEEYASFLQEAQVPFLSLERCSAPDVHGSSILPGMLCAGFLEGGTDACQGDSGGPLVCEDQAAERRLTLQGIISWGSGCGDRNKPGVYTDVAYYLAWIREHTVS
# Wee1 degr inh = human Wee1 degradation inhibition, primary screen; reporter increase, % at 5 µM; HeLa Luc-Wee1K328M stability, luciferase luminescence; 100% = proteasome inhibitor MG132 effect; hit rate 1.2% among 220,000; P30291;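 active = activation above the mean of all tested compounds plus 3 SD, set per screening run, cut at about 8.8% in these data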;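 note: cells exposed to compound for 20 h before luminescence read; 0% = DMSO alone and 100% = MG132 at 30 µM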
# PGE2 EP2 inh = inhibitors of human EP2 prostaglandin E2 receptor | P43116 | C6 glioma cells expressing human EP2, cAMP TR-FRET; cells stimulated with saturating PGE2 | inhibition, % at 25 µM | hit rate 0.52% among 260,000;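 active = percent inhibition above 40 after rounding to a whole number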;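 note: rat C6 glioma host cells with rolipram phosphodiesterase inhibitor present; the protocol text gives 20 µM as final concentration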
# Target sequence (P43116 whole entry, looked up): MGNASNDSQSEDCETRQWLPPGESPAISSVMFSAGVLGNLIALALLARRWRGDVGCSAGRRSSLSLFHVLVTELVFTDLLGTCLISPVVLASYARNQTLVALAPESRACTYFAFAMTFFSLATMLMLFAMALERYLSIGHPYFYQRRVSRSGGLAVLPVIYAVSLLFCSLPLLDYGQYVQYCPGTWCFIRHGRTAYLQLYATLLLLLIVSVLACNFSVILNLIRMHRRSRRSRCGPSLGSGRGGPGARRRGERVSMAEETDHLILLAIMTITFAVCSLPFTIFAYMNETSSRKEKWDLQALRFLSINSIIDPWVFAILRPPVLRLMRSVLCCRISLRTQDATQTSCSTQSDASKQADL
# PPC-1+TRAIL kill = compounds killing PPC-1 cancer cells with TRAIL present (potentiator screen, no TRAIL-free arm); hit rate 0.41% among 220,000; PPC-1 cells + TRAIL, ATPLite viability luminescence; AID 1443; cell killing (% activity), % at 4 µM;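 active = cell killing above 50% in the first pass at 4 µM, then a duplicate retest at 5 µM averaging 50% or more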;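 note: plate controls were cells with TRAIL plus DMSO for no effect and medium-only wells lacking cells for full effect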
# CHOP inh = CHOP inhibition in unfolded protein response. hit rate 3.8% among 220,000. CHO-K1 CHOP-promoter luciferase, tunicamycin-induced, 15-18 h. inhibition, % at 10 µM;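 active = compounds that reduced the stress-induced luciferase reporter signal by more than about 70% of percent inhibition, limit read from the data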;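 note: 0% = tunicamycin plus vehicle and 100% = wells without tunicamycin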
# TbHK1 inh = blocks Trypanosoma brucei hexokinase 1 activity. recombinant TbHK1, G6PDH-coupled NADH A340. inhibition, % at 10 µM. hit rate 0.11% among 220,000;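 active = inhibition of 50% or more in the single-dose primary screen; inactive = inhibition below 50%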
# FXIa inh 1536 = factor XIa (human) inhibition. hit rate 0.14% among 220,000. P03951. purified FXIa, Boc-Glu-Ala-Arg-AMC fluorogenic substrate. inhibition, % at 5 µM;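 active = inhibition of at least 40%; inactive = inhibition below 40%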;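 note: fluorescence of freed AMC excited at 355 nm; 0% = enzyme without compound and 100% = no enzyme blank; many of its hits are not listed in these tables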
# L929 necroptosis = L929 zVAD cell death inhibition; hit rate 0.38% among 220,000; viability rescue, % at 10 µM; AID 1377; L929 zVAD necroptosis rescue, ATP luminescence, 24 h; with zVAD 60 µM;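 active = activation, scaled between plate controls, above about 75%, limit read from the data; inactive = activation under that limit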;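 note: 0% = zVAD with DMSO and 100% = DMSO alone without zVAD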
# * hit, by the source's call; . = not tested or not shown; & = joins results of further samples. Only part of the results is shown; count on the stated rates, not on these rows.
# Below each SMILES – Wee1 degr inh	PPC-1+TRAIL kill	PGE2 EP2 inh	CHOP inh	L929 necroptosis	FXIa inh 1536	TNF death inh	FXIIa inh 1536	TbHK1 inh
O=C(COC(=O)C1CCN(C(=O)Nc2ccccc2)CC1)NCC(F)(F)F
  -1	-4	5	-9	2.1	-1	0.8	5	1
COc1ccc(CNC(=O)c2ccc(C)o2)cc1
  4	-7	6	-9	-0.2	2	-0.7	12	7
O=[N+]([O-])c1ccc(Sc2n[nH]c(-c3ccncc3)n2)nc1
  2	2	5	20	6.0	-1	2.7	4	-22
O=C(CN1CCN(c2ccc(C(F)(F)F)cn2)CC1)NCc1ccc2c(c1)OCO2
  6	31	13	-3	0.8	13	-1.1	21	-14
CCCCCCCCCCn1cc(C(C)=O)c(=O)[nH]c1=O
  -1	17	6	19	0.1	1	-2.1	12	-1
COc1ccc(C(=O)OCC(=O)c2c(N)n(C)c(=O)n(C)c2=O)cc1OC
  3	-10	4	2	-0.4	1	0.3	1	-6
CCCCCCC(=O)NNC(=O)c1c(O)c2ccccc2n(CCC)c1=O
  1	.	6	76*	1.6	1	1.1	8	-9
CCOc1ccc(/C=N/NC(=O)c2ccc(Cn3cc([N+](=O)[O-])cn3)o2)cc1
  2	24	8	12	-1.2	-9	-1.7	-15	-27
Oc1ccc(C[C@H]2CNC(=S)N2CCc2cc(C(F)(F)F)cc(C(F)(F)F)c2)cc1
  2	-1	14	27	-0.4	-1	-1.4	11	-3
Cc1ccc(NC(=O)C(=O)NNC(=O)c2cccs2)cc1
  -1	-7	16&4	-21	1.7	0	-0.2	-4	-20
CCn1c(SCC(=O)Nc2sc3c(c2C#N)CCC(C(C)(C)C)C3)nnc1-c1ccco1 (stereo unspecified)
  1	26	12	78*	-0.1	-15	-2.6	8	-4
CCC1=NN(C(=O)C(=O)Nc2ccccc2OC)C(O)(C(F)(F)F)C1 (stereo unspecified)
  0	18	4&5	33	0.1	5	-1.8	7	-2
O=C(CCN1CCCC1)Nc1ccccc1
  -3	-12	12	33	0.5	-5	-0.8	12	-4
O=C(/C=C/c1ccccc1)C1=C(O)C(=O)N(CCO)C1c1ccccc1[N+](=O)[O-] (stereo unspecified)
  1	5	10	-24	3.5	0	-0.1	7	-17
Cc1cc(N2CCN(Cc3ccc4c(c3)OCO4)CC2)n2ncnc2n1
  0	1	10&10	33	-0.2	-1	-0.7	10	-2

# Nine entries out of the list, sorted by number of heavy atoms, highest first.
# Below each SMILES – Wee1 degr inh	PPC-1+TRAIL kill	PGE2 EP2 inh	CHOP inh	L929 necroptosis	FXIa inh 1536	TNF death inh	FXIIa inh 1536	TbHK1 inh
CCn1c(SCC(=O)Nc2sc3c(c2C#N)CCC(C(C)(C)C)C3)nnc1-c1ccco1 (stereo unspecified)
  1	26	12	78*	-0.1	-15	-2.6	8	-4
Oc1ccc(C[C@H]2CNC(=S)N2CCc2cc(C(F)(F)F)cc(C(F)(F)F)c2)cc1
  2	-1	14	27	-0.4	-1	-1.4	11	-3
O=C(/C=C/c1ccccc1)C1=C(O)C(=O)N(CCO)C1c1ccccc1[N+](=O)[O-] (stereo unspecified)
  1	5	10	-24	3.5	0	-0.1	7	-17
CCOc1ccc(/C=N/NC(=O)c2ccc(Cn3cc([N+](=O)[O-])cn3)o2)cc1
  2	24	8	12	-1.2	-9	-1.7	-15	-27
O=C(COC(=O)C1CCN(C(=O)Nc2ccccc2)CC1)NCC(F)(F)F
  -1	-4	5	-9	2.1	-1	0.8	5	1
Cc1cc(N2CCN(Cc3ccc4c(c3)OCO4)CC2)n2ncnc2n1
  0	1	10&10	33	-0.2	-1	-0.7	10	-2
Cc1ccc(NC(=O)C(=O)NNC(=O)c2cccs2)cc1
  -1	-7	16&4	-21	1.7	0	-0.2	-4	-20
COc1ccc(CNC(=O)c2ccc(C)o2)cc1
  4	-7	6	-9	-0.2	2	-0.7	12	7
O=C(CCN1CCCC1)Nc1ccccc1
  -3	-12	12	33	0.5	-5	-0.8	12	-4

# New compounds follow.
# Below each SMILES – Wee1 degr inh	PPC-1+TRAIL kill	PGE2 EP2 inh	CHOP inh	L929 necroptosis	FXIa inh 1536	TNF death inh	FXIIa inh 1536	TbHK1 inh
O=C(NC1CC1)C1=C[C@H](c2csc3ccccc23)C[C@H](OCc2ccc(CO)cc2)O1
  .	14	9	16	1.0	-3	-5.1	-2	-14
Cc1ccc(S(=O)(=O)NCC(=O)N2CCC(C)CC2)cc1
  1	-3	14	23	0.8	-9	0.6	5	-11
CCn1c(SCC(=O)Nc2ccc(NC(=O)c3ccco3)cc2)nnc1-c1cccs1
  1	.	14	.	0.2	.	-0.3	.	5
CCC(C(=O)NC1CCCC1)N(C(=O)c1snc(C(N)=O)c1N)c1ccc2c(c1)OCCO2 (stereo unspecified)
  0	6	8	16	3.3	-4	-0.3	0	-8
CCCN(C(=O)c1cn(CC)c2nc(C)ccc2c1=O)c1c(N)n(Cc2ccccc2)c(=O)[nH]c1=O
  5	19	4	2	-0.9	14	-1.2	4	-13
COc1cccc(NC(=S)NC2CC3CCCC(C2)N3C2CCCC2)c1 (stereo unspecified)
  2	-2	8	2	0.0	-3	0.6	4	11
O=[N+]([O-])c1ccc(N2CCNCC2)cc1NCc1cccnc1
  -1	21	9	-9	0.0	15	1.8	15	-7
COC(=O)Nc1ccc(OCC(=O)N2CCOCC2)cc1
  -1	5	8	-18	-0.5	8	2.2	12	-2
COc1cc(/C(C)=N/NC(=O)c2ccc(CSc3nncn3C)cc2)cc(OC)c1OC
  -1	4	8	19	0.3	-2	0.4	4	-9
COc1ccc2c(c1OC)C(=O)OC2Nc1nc(-c2ccc(-c3ccccc3)cc2)cs1 (stereo unspecified)
  6	36	6	-24	0.2	9	-5.8	13	-12
C#CC1CCCCC1NC(=O)Nc1cnccc1C(F)(F)F (stereo unspecified)
  0	-6	13	10	0.8	3	2.0	1	0
Cc1cc(C)c2nc(SC(C)C(=O)NCC(=O)Nc3ccc(F)c(F)c3F)cc(C)c2c1 (stereo unspecified)
  -4	-14	4	92*	0.7	4	0.9	5	-2
[O-][n+]1onc2c3cc(-c4ccccc4)nnc3ccc21
  1	22	16	31	-0.4	6	-8.1	30	-7
CCO[C@@H]1OC(C(=O)O)=C[C@H](C2CC2)[C@H]1CCCO
  0	7	10	8	0.9	0	1.2	-1	-13
Cc1nc(OCc2ccccc2)c2sc3nc4c(cc3c2n1)COC(C)(C)C4
  0	15	.	8	0.6	6	-1.1	16	-5

# Below each SMILES – Wee1 degr inh	PPC-1+TRAIL kill	PGE2 EP2 inh	CHOP inh	L929 necroptosis	FXIa inh 1536	TNF death inh	FXIIa inh 1536	TbHK1 inh
CN(C(=O)COC(=O)CNS(=O)(=O)/C=C/c1ccccc1)C1CCS(=O)(=O)C1 (stereo unspecified)
  0	6	4	-1	0.1	-4	-2.6	9	-1
COc1cc2[nH]c(=S)nc(NC3CCCCCC3)c2cc1OC
  -5	-36	7	-19	2.0	-1	-1.3	6	-14
Cc1sc2c(c1C)CN(CCN1CCOCC1)CN2C(=O)c1ccccc1
  5	-22	5	-1	0.2	-2	1.1	7	-3
CC(=O)Nc1ccc(NC(C)=C(C#N)C#N)cc1
  -2	12	12	17	0.7	-3	1.3	8	-8
COc1cccc(N(CC(=O)NCCSc2ccccn2)S(C)(=O)=O)c1
  3	20	14&15	-31	-0.4	-2	0.2	4	4
COc1ccc(-c2csc(N(CCc3ccccc3)C(=O)COc3ccccc3)n2)cc1
  -3	22	.	32	-0.1	1	-2.6	22	-7
CCCNC(=O)c1[nH]c(C)c(C(C)=O)c1C
  -1	-16	14	5	0.3	-5	0.8	-2	-4
O=C(NCCc1nc2ccccc2[nH]1)/C(=C/c1ccc2c(c1)OCO2)NC(=O)c1ccccc1
  5	7	9	32	0.6	3	1.3	7	-16
O=c1cc(O)c2sc(Nc3ccc(F)cc3)nc2[nH]1
  0	10	10	14	0.6	11	1.1	6	-17
CCCCNc1cnn(-c2ccccc2)c(=O)c1Cl
  2	8	3	-11	2.2	-5	0.8	0	-10
Cc1ccc2oc(=O)c3cnn(CC(=O)N(CCC(C)C)Cc4ccco4)c3c2c1
  -2	7	9	-19	-1.0	4	-1.5	6	-1
CS(=O)(=O)N1CCN(c2ccc([N+](=O)[O-])c(NCc3cccnc3)c2)CC1
  3	16	18	-2	1.8	-2	-1.0	11	-9
COC(CSc1ncnc2c1oc1nc3c(cc12)COC(C)(C)C3)OC
  2	8	23	-12	4.2	2	4.3	7	-23
Cc1cc(-c2nc3ncccc3o2)ccc1NC(=S)NC(=O)c1ccco1
  -3	9	7	7	1.1	0	-0.5	1	-25
Cc1ccc(Nc2nc(-c3sc(NC(=O)c4ccccc4)nc3C)cs2)cc1
  7	-9	7	20	0.1	6	-3.8	10	-9

# Below each SMILES – Wee1 degr inh	PPC-1+TRAIL kill	PGE2 EP2 inh	CHOP inh	L929 necroptosis	FXIa inh 1536	TNF death inh	FXIIa inh 1536	TbHK1 inh
COCCCn1c(=S)[nH]c2sc3c(c2c1=O)CCCS3
  3	8	45*	-24	-0.7	3	-1.4	10	2
C/C(=C\C(=O)O)C(=O)Nc1nccs1
  1	0	12	20	-0.2	4	-0.3	25	2
CCCCCCSc1ncc(C#N)c(N)n1
  -1	3	7	84*	-0.4	-13	-7.7	12	2
Cc1cc(Nc2cccc(Cl)c2C)n2ncnc2n1
  6	-7	8	2	.	0	-2.8	5	-3
Cc1cc(NS(=O)(=O)c2ccc(NC(=O)CSc3nc4sc(C)c(C)c4c(=O)[nH]3)cc2)no1
  3	7	18	18	7.2	0	-0.1	10	-8
CN=Cc1nc(-c2ccccc2)oc1O
  3	17	18	-6	0.6	13	-1.8	6	-70
OCCN(CCO)c1ccc(C(c2ccccc2Cl)c2ccc(N(CCO)CCO)cc2Cl)c(Cl)c1
  -1	1	12	67	1.1	2	10	9	-13
COc1ccccc1C1CC(c2ccccc2)Nc2ncnn21 (stereo unspecified)
  1	12	7	7	0.0	13	-2.4	20	2
CCSc1nnc(NC(=O)CSc2nnc(Cc3cccn3C)n2CCc2ccccc2)s1
  -3	6	6	-3	0.3	3	0.7	16	-5
O=C(c1ccc(Cl)c(F)c1F)N1CCOCC1
  -3	4	4	14	-0.2	-3	-0.7	8	-4
O=C(Nc1nc(-c2cccnc2)cs1)c1ccccc1F
  2	14	13	35	42	-2	0.3	3	-8
Cc1ccc(Nc2n[nH]c(C)c2[N+](=O)[O-])cc1C
  7	20	9&4	-9	1.3	11	-0.2	4	-5
COc1ccc(CCc2cc(OC)cc(=O)o2)cc1
  .	-6	13	7	0.5	3	-0.4	10	-3
Cc1sc2nc(CC(=O)N3CCCC3)[nH]c(=O)c2c1C
  -3	15	1	24	3.3	0	-0.1	11	-3
CC(=O)N1CSCC1C(=O)NNS(=O)(=O)c1cccc(C(F)(F)F)c1 (stereo unspecified)
  3	3	6	7	1.1	-11	2.5	-1	8
Cc1ccc2nc(NC(=O)CS(=O)(=O)Cc3ccccc3)sc2c1
  0	14	3&3	20	-0.5	-2	0.9	4	-6
COc1ccc(CC(=O)N2CCN=C2SCc2ccc([N+](=O)[O-])cc2)cc1
  -1	16	3	39	48	-6	3.0	1	-4
CCCNC(=O)Cn1c(=O)/c(=C\c2ccc(-c3cccc([N+](=O)[O-])c3)o2)s/c1=C\C(=O)C(C)(C)C
  5	13	8	21	1.2	-5	1.6	10	12
